Pin1 inh: blocks the human prolyl isomerase Pin1 | hit rate 0.009% among 390,000 | AID 504891 | Q13526 | Pin1 FP peptide displacement, HiFluor488, 10 min | Potency, µM (series often up to 115 µM), for the others: at the top dose activity, negative = inhibition, actives largely listed as inhibitors; active means well fitted inhibition curve with a large enough effect in the polarisation, with a control signal flat, not every such curve was filed as active; inconclusive means small, poorly fitted or top-dose-only effect, or effect the other way, or a change in a side signal; inactive means no such curve, though single readings can be large or run the other way; the % refers to the polarisation; further: potency means the concentration at half of the fitted maximal effect; on the % scale 0 is the no-effect control and ±100 the full control effect
Target sequence (Q13526 whole entry, looked up): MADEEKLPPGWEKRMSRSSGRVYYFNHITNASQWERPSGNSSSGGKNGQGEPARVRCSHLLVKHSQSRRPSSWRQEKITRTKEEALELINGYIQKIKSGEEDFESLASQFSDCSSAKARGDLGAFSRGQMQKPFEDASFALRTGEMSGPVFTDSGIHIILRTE
PGK inhibitor: blocks T. brucei phosphoglycerate kinase; PGK/GAPDH coupled, Kinase-Glo luminescence, 60 min; Potency, µM (doses to about 57.5 µM), for inactives: top-dose activity change, negative = inhibition, most hits filed as inhibitors; hit rate 0.043% among 380,000; AID 602233; further: potency means the concentration at half of the fitted maximal effect; on the % scale 0 is the no-effect control and ±100 the full control effect; nearly all actives have a fitted effect of over 60% in size
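Recombinant glycosomal PGK reaction used 1,3-bisphosphoglycerate generated in-well by GAPDH (100nM final) in 100mM TEA pH 7.6, 5mM MgCl2, 0.01% Tween-20. After 60 minutes at room temperature, ATP was read by Kinase-Glo Plus luminescence end-point.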
G9a block: G9a (human) methyltransferase inhibition; hit rate 8.8% among 350,000; AID 504332; G9a H3K9 monomethylation, AlphaScreen, 2 h; Potency, µM (top dose mostly 102 µM), without a hit: at the highest dose activity, negative = inhibition, actives largely listed as inhibitors; further: potency means the concentration at half of the fitted maximal effect; on the % scale 0 is the no-effect control and ±100 the full control effect; nearly all actives have a fitted effect of over 75% in size
Target sequence (Q96KQ7 913-1193 limits assumed): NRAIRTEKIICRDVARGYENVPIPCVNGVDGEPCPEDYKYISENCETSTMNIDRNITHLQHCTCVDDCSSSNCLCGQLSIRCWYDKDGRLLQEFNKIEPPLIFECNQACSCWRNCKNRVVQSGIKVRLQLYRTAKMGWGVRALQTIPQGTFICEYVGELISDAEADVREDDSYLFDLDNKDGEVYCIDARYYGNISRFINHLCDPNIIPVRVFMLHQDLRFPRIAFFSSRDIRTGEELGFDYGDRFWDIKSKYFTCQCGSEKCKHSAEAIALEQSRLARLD
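AlphaScreen read-out: biotin-H3K9 peptide (500 nM) methylation by 20 nM enzyme with 20 uM SAM, 2 h at room temperature after 15 min compound preincubation; anti-monomethyl H3K9 antibody plus donor/acceptor beads, 10 min dark.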
ERG Ets-DNA blk: ERG Ets/DNA interaction inhibition; P11308; hit rate 0.028% among 370,000; Potency, µM (top dose mostly 76.9 µM), without a hit: at the highest dose FP activity, negative = inhibition, hits mostly inhibitors; fluorescence polarization, His-ERG Ets domain / labelled DNA; active means well fitted inhibition curve with a large enough effect in the polarisation, with a control signal flat; inconclusive means small, poorly fitted or top-dose-only effect, or effect the other way, or a change in a side signal; inactive means no such curve, though single readings can be large or run the other way; the % refers to the polarisation;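 further: polarization taken with two DNA probes labelled with fluorescein and Texas red; potency means the concentration at half of the fitted maximal effect; % of control where 0% means no effect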
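His-tagged ERG Ets domain (1 uM in the protein solution; 300mM KCl, 50mM Tris-HCl, 1mM EDTA, 1mM DTT, pH 7.5) received compound, then a probe mix of 5 nM fluorescein-DNA and 100nM Texas-615-DNA. Fluorescence polarization was read for both dyes.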
GLS inh: inhibitors of human glutaminase (GLS); O94925; GLS enzymatic activity, qHTS titration; Potency, µM (top dose mostly 45.5 µM), for inactives: at the highest dose activity change, negative = inhibition, most hits filed as inhibitors; hit rate 0.21% among 410,000; AID 624170; further: potency means the concentration at half of the fitted maximal effect; on the % scale 0 is the no-effect control and ±100 the full control effect
Target sequence (O94925 whole entry, looked up): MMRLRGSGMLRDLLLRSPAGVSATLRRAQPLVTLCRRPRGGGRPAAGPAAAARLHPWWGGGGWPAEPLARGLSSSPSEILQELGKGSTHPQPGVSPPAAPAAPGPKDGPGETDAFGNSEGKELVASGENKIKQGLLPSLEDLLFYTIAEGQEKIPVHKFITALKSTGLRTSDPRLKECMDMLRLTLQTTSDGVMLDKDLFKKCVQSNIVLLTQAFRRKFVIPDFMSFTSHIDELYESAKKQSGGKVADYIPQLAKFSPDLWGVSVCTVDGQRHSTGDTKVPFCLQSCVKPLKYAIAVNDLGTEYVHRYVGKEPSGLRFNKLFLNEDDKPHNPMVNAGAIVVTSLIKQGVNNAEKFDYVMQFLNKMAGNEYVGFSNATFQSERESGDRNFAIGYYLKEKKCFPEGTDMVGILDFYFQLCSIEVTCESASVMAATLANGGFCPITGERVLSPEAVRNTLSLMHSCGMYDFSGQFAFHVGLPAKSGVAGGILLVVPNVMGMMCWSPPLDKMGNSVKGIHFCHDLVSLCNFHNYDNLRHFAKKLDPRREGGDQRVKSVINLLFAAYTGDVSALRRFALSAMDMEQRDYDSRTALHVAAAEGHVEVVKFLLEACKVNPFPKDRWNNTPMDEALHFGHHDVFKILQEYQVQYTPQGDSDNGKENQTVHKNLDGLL
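hKGA in 45 mM KH2PO4 pH 8.2, 0.02% Tween-20 with pin-transferred compounds; 1 mM L-glutamine (stock) plus glutamate oxidase/HRP/Amplex Red coupling added. Fluorescence read initially and after 30 min at RT.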
BAZ2B block: blocks human BAZ2B | AID 504333 | hit rate 4.4% among 360,000 | Potency, µM (highest dose often 114 µM), inactives show at the top dose activity change, negative = inhibition, most hits filed as inhibitors | Q9UIF8 | AlphaScreen BAZ2B-H3K14Ac peptide displacement; further: potency means the concentration at half of the fitted maximal effect; on the % scale 0 is the no-effect control and ±100 the full control effect; nearly all actives have a fitted effect of over 60% in size
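AlphaScreen displacement: compounds (up to 110uM) incubated 30 min at room temperature with a preformed 50 nM BAZ2B/50 nM biotinylated H3K14Ac peptide complex in PBS pH 7.4 with Tween-20. Donor and acceptor beads at 10 ug/mL final added, 20 min light-protected before reading.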
JMJD2A Tudor inh: inhibitors of human JMJD2A Tudor domain; O75164; AlphaScreen JMJD2A-Tudor / H3K4me3 peptide binding; Potency, µM (highest dose often 114 µM), for the others: at the top dose activity change, negative = inhibition, hits mostly inhibitors; hit rate 4.4% among 390,000; AID 504339; further: potency means the concentration at half of the fitted maximal effect; on the % scale 0 is the no-effect control and ±100 the full control effect; nearly all actives have a fitted effect of over 50% in size
PI4K2A inh: blocks human PI4K2A kinase activity; hit rate 0.13% among 420,000; purified PI4K2A, ADP-Glo luminescence, 1 h; active compounds read low; activity change, negative = inhibition, % at 76.9 µM; Q9BTU6; in the data active means activity change below about -50%; inconclusive means mostly about -30% to -49%;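 further: -100% = wells without enzyme as full effect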
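Compounds are screened against recombinant PI4K2A using PI as substrate and ATP, the latter dispensed at 300 microM. Reactions run one hour at ambient temperature before ADP-Glo detection; full inhibition defined by wells lacking enzyme.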
HP1b chromo inh: blocks HP1-beta chromodomain binding to methylated histone tails | AID 540317 | Potency, µM (titrated, usually from 114 µM), for the others: at the highest dose activity change, negative = inhibition, actives largely listed as inhibitors | AlphaScreen HP1-beta / biotin-H3K9me3 peptide binding | hit rate 0.56% among 390,000 | P83916; further: potency means the concentration at half of the fitted maximal effect; nearly all actives have a fitted effect of over 70% in size; inactives centre near 23
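Compound inhibition of the preformed complex between 50 nM HP1-beta and 50 nM biotinylated H3K9me3 peptide was read by AlphaScreen. Buffer was PBS pH 7.4 with 0.01% Tween-20. Incubations ran 30 min at room temperature, with 10 ug/mL donor/acceptor beads.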
Active calls of the source: *; [ ] = remark or other dose. Unless noted, the call rests on the fitted dose curve; in most records, active means well fitted curve in the direction sought with a large enough effect; inconclusive means small, poorly fitted or top-dose-only effect, or another doubt; inactive means no such curve, though single readings can be large; an effect the other way counts as inactive or inconclusive.

`CCOc1ccc(CNS(=O)(=O)c2ccc3[nH]c4c(c3c2)CCCC4)cc1OC` gave Pin1 inh 0%, PGK inhibitor -6%, G9a block inconclusive, ERG Ets-DNA blk 1%, GLS inh 8%, BAZ2B block 45µM*, JMJD2A Tudor inh inconclusive, PI4K2A inh 2 and HP1b chromo inh inconclusive.
Screening C[C@H](NC(=O)c1nc[nH]c1C(=O)N[C@@H](C)c1ccccc1)c1ccccc1 returned Pin1 inh 0%, PGK inhibitor -7%, G9a block -12%[2.33 µM], ERG Ets-DNA blk -3%, GLS inh 3%, BAZ2B block 9%, JMJD2A Tudor inh -34%, PI4K2A inh -2 and HP1b chromo inh 28%.
Screening Cc1nn(C)c(C(=O)N2CCc3ccccc32)c1Br returned Pin1 inh 1%, PGK inhibitor -5%, G9a block -7%[59 µM], ERG Ets-DNA blk 0%, GLS inh -4%, BAZ2B block 6%, JMJD2A Tudor inh -6%, PI4K2A inh 1 and HP1b chromo inh 42%[activator].
CCCn1c2ccccc2c2nc3ccccc3nc21 was read as Pin1 inh -8%, PGK inhibitor -7%, G9a block 43%[12.7 µM], ERG Ets-DNA blk -7%, GLS inh -1%, BAZ2B block 313%[activator], JMJD2A Tudor inh 289%[activator], PI4K2A inh 7 and HP1b chromo inh 216%.
O=C(CSc1nnnn1C1CCCCC1)NCc1cccc(C(=O)O)c1 was read as Pin1 inh -10%, PGK inhibitor -5%, G9a block -34%[12.7 µM], ERG Ets-DNA blk 0%, GLS inh 1%, BAZ2B block -2%, JMJD2A Tudor inh -3%, PI4K2A inh 5 and HP1b chromo inh 34%.
`Cc1ccc(Cl)cc1NC(=O)c1oc2ccc(S(=O)(=O)N3CCCCCC3)cc2c1C` gave Pin1 inh 19%, PGK inhibitor 4%, G9a block 5%[59 µM], ERG Ets-DNA blk 6%, GLS inh -6%, BAZ2B block -1%, JMJD2A Tudor inh -18%, PI4K2A inh 0 and HP1b chromo inh 23%.
For CCC1(c2ccc(F)cc2)NC(=O)N(CC(=O)Nc2ccc(N3CCCCC3)cc2)C1=O (stereo unspecified) the results were Pin1 inh 0%, PGK inhibitor 2%, G9a block -6%[0.501 µM], GLS inh 28%, BAZ2B block 45µM*, JMJD2A Tudor inh 45µM*, PI4K2A inh 3 and HP1b chromo inh -48%.
For Cc1nc2ncnn2c(C)c1CCC(=O)NCCc1ccccc1 the results were Pin1 inh 1%, PGK inhibitor -1%, G9a block 15%[59 µM], ERG Ets-DNA blk 0%, GLS inh 18%, BAZ2B block 1%, JMJD2A Tudor inh -13%[57.1 µM], PI4K2A inh -9 and HP1b chromo inh -10%.
Screening NC(=O)c1ccsc1NC(=O)CSc1nnc2ccccn12 returned Pin1 inh inconclusive, PGK inhibitor -13%, G9a block -25%, ERG Ets-DNA blk 6%, GLS inh 10%, BAZ2B block -22%, JMJD2A Tudor inh inconclusive, PI4K2A inh -1 and HP1b chromo inh 67%[activator].
Nc1ccc2ccc(O)cc2c1 was read as Pin1 inh -11%, PGK inhibitor -6%, ERG Ets-DNA blk 6%, GLS inh inconclusive, JMJD2A Tudor inh inconclusive, PI4K2A inh 0 and HP1b chromo inh inconclusive.
For Cn1c(NC(=O)C[n+]2cc(-c3ccccc3)n3c2CCC3)cc(=O)n(C)c1=O the results were Pin1 inh -1%, PGK inhibitor 3%, G9a block 13%[59 µM], ERG Ets-DNA blk -1%, GLS inh -3%, BAZ2B block 12%, JMJD2A Tudor inh -7%, PI4K2A inh 1 and HP1b chromo inh 18%.
Screening COc1ccc2nc(/N=C/c3cccc(OC)c3O)sc2c1 returned Pin1 inh -5%, PGK inhibitor -10%, G9a block 19%, ERG Ets-DNA blk 0%, GLS inh 33%[activator], BAZ2B block -15%, JMJD2A Tudor inh -11%, PI4K2A inh 4 and HP1b chromo inh 15%.
Screening COc1ccc(/C=N\NC(=O)C2COc3ccccc3O2)cc1O (stereo unspecified) returned Pin1 inh 3%, PGK inhibitor inactive, G9a block 41%[12.7 µM], ERG Ets-DNA blk -1%, GLS inh 26%, BAZ2B block -2%, JMJD2A Tudor inh -12%[11.4 µM], PI4K2A inh -4 and HP1b chromo inh 29%.
`Fc1ccc(N2Cc3ccsc3C=N2)cc1` gave Pin1 inh 2%, PGK inhibitor 4%, G9a block 13%, ERG Ets-DNA blk -9%, GLS inh -9%, BAZ2B block 4%, JMJD2A Tudor inh -9%, PI4K2A inh 5 and HP1b chromo inh 40%[activator].
Screening Cc1ccc(N2CCC(N3CCN(C4CCCCC4)C(CCO)C3)CC2)cc1 (stereo unspecified) returned Pin1 inh -13%, PGK inhibitor 10%, G9a block inconclusive, ERG Ets-DNA blk 10%, GLS inh 0%, BAZ2B block -18%, JMJD2A Tudor inh -17%, PI4K2A inh 2 and HP1b chromo inh 19%.
`CCN1CCN(C(=O)c2ccc3c(=O)n(CCC4=CCCCC4)c(=O)[nH]c3c2)CC1` gave Pin1 inh 8%, PGK inhibitor -6%, G9a block inconclusive, ERG Ets-DNA blk -10%, GLS inh 6%, BAZ2B block 2%, JMJD2A Tudor inh -9%, PI4K2A inh 3 and HP1b chromo inh 10%.
For CCC(C)c1ccccc1N1CC(C(=O)N2CCN(C(=O)c3ccco3)CC2)CC1=O (stereo unspecified) the results were Pin1 inh 11%, PGK inhibitor 6%, G9a block 25%[59 µM], ERG Ets-DNA blk 12%, GLS inh -6%, BAZ2B block inconclusive, JMJD2A Tudor inh -2%, PI4K2A inh 1 and HP1b chromo inh 17%.
`COc1ccccc1CNS(=O)(=O)CCNCCc1ccccc1` gave Pin1 inh inconclusive, PGK inhibitor -2%, ERG Ets-DNA blk 2%, GLS inh 3%, JMJD2A Tudor inh -11%, PI4K2A inh 6 and HP1b chromo inh 21%.
CC(OC(=O)Cn1nnc2ccccc21)C(=O)NC1CCCC1 (stereo unspecified) was read as Pin1 inh 5%, PGK inhibitor -15%, G9a block 23%, ERG Ets-DNA blk 15%, GLS inh 4%, BAZ2B block 7%, JMJD2A Tudor inh -16%, PI4K2A inh 1 and HP1b chromo inh 12%.
`Cc1cc(=O)[nH]c(SCC(=O)N2CCC(C(N)=O)CC2)n1` gave Pin1 inh -6%, PGK inhibitor inactive, G9a block inconclusive, ERG Ets-DNA blk -5%, GLS inh -1%, BAZ2B block -1%, JMJD2A Tudor inh 4%, PI4K2A inh 8 and HP1b chromo inh 19%.
`CN(C)S(=O)(=O)c1ccc(S(=O)(=O)N2CCCC(C(=O)NC3CCCC3)C2)cc1` (stereo unspecified) gave Pin1 inh 1%, PGK inhibitor inactive, G9a block 20%[59 µM], ERG Ets-DNA blk 10%, GLS inh -8%, BAZ2B block 1%, JMJD2A Tudor inh -6%, PI4K2A inh 2 and HP1b chromo inh 14%.
Screening COc1ccc2[nH]c(=O)c(CN(C(=O)C(C)C)c3ccccc3OC)cc2c1 returned Pin1 inh -1%, PGK inhibitor -5%, G9a block -7%[0.501 µM], ERG Ets-DNA blk -22%, GLS inh -23%, BAZ2B block 5%, JMJD2A Tudor inh -5%, PI4K2A inh -1 and HP1b chromo inh 27%.
`CCN(CC)CCCN=Cc1c(O)n(-c2ccc(C)cc2)c(=O)c2ccccc12` gave Pin1 inh -1%, PGK inhibitor -3%, G9a block 5%, ERG Ets-DNA blk 1%, GLS inh 0%, BAZ2B block -19%, JMJD2A Tudor inh -18%, PI4K2A inh 2 and HP1b chromo inh 3%.
COc1ccc(OC)c(CNC(=O)CN2C(=O)CCn3nc(-c4cn(C)c5ccccc45)cc32)c1 was read as Pin1 inh 9%, PGK inhibitor inactive, G9a block -26%[59 µM], ERG Ets-DNA blk -3%, GLS inh -1%, BAZ2B block -33%, JMJD2A Tudor inh inconclusive, PI4K2A inh 2 and HP1b chromo inh 12%[57 µM].
For O=C(CCCCC(=O)Nc1ccccc1)Nc1ccccc1 the results were Pin1 inh 8%, PGK inhibitor -8%, G9a block -9%[0.501 µM], ERG Ets-DNA blk -4%, GLS inh 0%, BAZ2B block 11%, JMJD2A Tudor inh -10%, PI4K2A inh -7 and HP1b chromo inh 22%.
For Cc1c(-n2c(O)c(C3=c4ccccc4=NC3=O)sc2=S)c(=O)n(-c2ccccc2)n1C the results were Pin1 inh -4%, PGK inhibitor -9%, G9a block 45µM*, ERG Ets-DNA blk 6%, GLS inh -14%, BAZ2B block -31%, JMJD2A Tudor inh -6%, PI4K2A inh -2 and HP1b chromo inh -12%.
`CCC(C(=O)O)n1nc(-c2ccccc2)c2cc(Cl)ccc21` (stereo unspecified) gave Pin1 inh -8%, PGK inhibitor -7%, G9a block 3%, ERG Ets-DNA blk 2%, GLS inh 22%, BAZ2B block -6%, JMJD2A Tudor inh -12%, PI4K2A inh -3 and HP1b chromo inh 31%.
For CCOC(=O)c1ccc(N2C(=O)CC(Nc3ccc(CCO)cc3)C2=O)cc1 (stereo unspecified) the results were Pin1 inh inconclusive, PGK inhibitor -1%, ERG Ets-DNA blk 4%, GLS inh 10%, BAZ2B block 3%, JMJD2A Tudor inh -7%, PI4K2A inh 3 and HP1b chromo inh 41%[activator].
For CCN(CC)S(=O)(=O)c1ccc(C2=NOC3(C2)N(C)c2ccccc2C3(C)C)cc1 (stereo unspecified) the results were Pin1 inh 1%, PGK inhibitor 0%, G9a block inconclusive, ERG Ets-DNA blk 0%, GLS inh 14%, BAZ2B block -14%, JMJD2A Tudor inh -4%, PI4K2A inh 5 and HP1b chromo inh 22%.

Assay outcomes as filed in PubChem.
